Source: PubChem BioAssay (National Center for Advancing Translational Sciences (NCATS))
USP1 inh – USP1/UAF1 (human) deubiquitinase inhibition | O94782 | recombinant USP1/UAF1, Ub-Rhodamine cleavage fluorescence | Potency, µM (series often up to 57.1 µM), for the others: at the highest dose activity change, negative = inhibition, most hits filed as inhibitors | 390,000 tested, 0.23% active | AID 743255; further: on the % scale 0 is the no-effect control and ±100 the full control effect; nearly all actives have a fitted effect of over 60% in size; inactives centre near -12
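In this screen, compounds sit with the deubiquitinase complex (1nM) for 15 min at room temperature before Ub-Rho is added at 150nM final. Fluorescence rise is then followed for 6 reads every 60 seconds.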
Vif-A3F inh – Vif-A3F binding inhibition; HeLa A3F-eYFP + Vif (tagged APOBEC3F with the HIV-1 protein that degrades it), YFP fluorescence increase; Potency, µM (highest dose often 46.1 µM), without a hit: top-dose activity, negative = active; 390,000 tested, 0.2% active; AID 602313; further: % of control where 0% means no effect; nearly all actives have a fitted effect of over 65% in size
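HeLa cells stably expressing Vif plus C-terminally eYFP-tagged A3F were seeded, incubated overnight at 37 deg C, dosed with compound, incubated overnight again at 37 deg C. Yellow fluorescence (Ex 488/Em 500-530) reported blocked Vif-mediated A3F-eYFP degradation.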
TrxR1 substrate – is turned over as a substrate by rat TrxR1 | O89049 | purified TrxR1 substrate turnover, NADPH consumption readout | Potency, µM (doses to about 114 µM), without a hit: at the top dose activity change, negative = substrate turnover | 390,000 tested, 0.01% active | AID 588456; further: on the % scale 0 is the no-effect control and ±100 the full control effect; nearly all actives have a fitted effect of over 50% in size
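Rat TrxR1, dispensed at 90 nM, was prereduced with 400 uM NADPH (final) for 5 min at ~22 deg C, then incubated with compound 15 min before 400 uM selenite. A first-read NADPH fluorescence drop versus no-compound background flagged substrates.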
Vif-APOBEC3G blk – inhibitors of Vif-APOBEC3G interaction; Q9HC16; HeLa A3G-eYFP + Vif (tagged APOBEC3G with the HIV-1 protein that degrades it), YFP fluorescence, overnight; Potency, µM (series often up to 46.1 µM), without a hit: top-dose activity, negative = active, usual class: inhibitors; 410,000 tested, 0.076% active;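 further: on the % scale 0 is the no-effect control and ±100 the full control effect; nearly all actives have a fitted effect of over 60% in size; hits raise eYFP signal because A3G escapes Vif-driven loss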
Target sequence (Q9HC16 whole entry, looked up): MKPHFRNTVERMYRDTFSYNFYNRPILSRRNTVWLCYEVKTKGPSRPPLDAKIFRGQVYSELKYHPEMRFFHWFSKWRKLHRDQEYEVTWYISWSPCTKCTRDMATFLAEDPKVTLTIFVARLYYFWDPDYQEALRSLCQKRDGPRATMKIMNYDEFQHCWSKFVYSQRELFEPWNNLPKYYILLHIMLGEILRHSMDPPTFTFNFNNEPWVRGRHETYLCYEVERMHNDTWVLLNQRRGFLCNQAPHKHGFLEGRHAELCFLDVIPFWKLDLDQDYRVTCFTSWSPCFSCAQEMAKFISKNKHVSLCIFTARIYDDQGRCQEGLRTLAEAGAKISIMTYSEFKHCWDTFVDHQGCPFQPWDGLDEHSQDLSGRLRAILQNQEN
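Read-out is eYFP fluorescence (Ex 488/Em 500-530) from Vif-expressing HeLa A3G-eYFP cells; more signal means A3G escaped Vif-mediated degradation. Cells plated overnight, compound pinned in, incubated overnight at 37 deg C.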
RGS4 inhibitor – inhibitors of human regulator of G protein signaling 4; Potency, µM (series often up to 114 µM), inactives show at the highest dose activity change, negative = inhibition, most hits filed as inhibitors; 390,000 tested, 0.039% active; P49798; Transcreener GDP fluorescence polarization, RGS4-accelerated GTP hydrolysis; further: on the % scale 0 is the no-effect control and ±100 the full control effect; nearly all actives have a fitted effect of over 75% in size; some results filed as inactive show a strong effect at the top dose
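MLSMR compounds (23 nl, pin-transferred) preincubated 10 min at room temperature with a 500nM (2x) first reagent, then RGS4 at 900nM (2x) plus Transcreener GDP mix added; fluorescence polarization (620/688 nm) read before and after 90 min at 30 °C.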
ALOX12 inh – inhibitors of human 12S-lipoxygenase ALOX12 | purified 12hLO, xylenol orange hydroperoxide absorbance | Potency, µM (series often up to 108 µM), for the others: at the top dose activity change, negative = inhibition, usual class: inhibitors | AID 1671190 | 580,000 tested, 1.1% active; further: on the % scale 0 is the no-effect control and ±100 the full control effect
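Purified human 12hLO at 150 nM in 25 mM Hepes, 0.01% Triton X-100, pH 7.0, preincubated 15 min at room temperature with compound. Reaction started with 40 uM arachidonic acid, 30 min at room temperature. Hydroperoxide measured by Fe-xylenol orange, 573/405 nm absorbance ratio.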
IDH1 R132H inh – human IDH1 R132H inhibition; O75874; IDH1-R132H enzyme, NADPH consumption, diaphorase/resazurin fluorescence; Potency, µM (highest dose often 76.6 µM), without a hit: at the top dose activity change, negative = inhibition, most hits filed as inhibitors; 390,000 tested, 0.093% active; AID 602179; further: on the % scale 0 is the no-effect control and ±100 the full control effect; nearly all actives have a fitted effect of over 65% in size
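IDH1-R132H (0.5 ug/mL) preincubated 30 min with compound, then NADPH (0.016 mM) and alpha-KG (2 mM) added; 80 min at RT, pH 7.5. Remaining NADPH coupled via diaphorase/resazurin to fluorescence (540/590 nm); concentration-response curves normalized to no-enzyme control.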
RXFP1 ag – agonists of human relaxin receptor RXFP1 | Q9HBX9 | HEK293T-RXFP1 cAMP TR-FRET, 30 min; response scale: percent of porcine relaxin response, buffer zero | Potency, µM (doses to about 57.5 µM), inactives show at the highest dose activation, usual class: activators | 370,000 tested, 0.3% active | AID 2676; further: on the % scale 0 is the no-effect control and ±100 the full control effect; nearly all actives have a fitted effect of over 60% in size; many of its hits are not listed in these tables
Target sequence (Q9HBX9 whole entry, looked up): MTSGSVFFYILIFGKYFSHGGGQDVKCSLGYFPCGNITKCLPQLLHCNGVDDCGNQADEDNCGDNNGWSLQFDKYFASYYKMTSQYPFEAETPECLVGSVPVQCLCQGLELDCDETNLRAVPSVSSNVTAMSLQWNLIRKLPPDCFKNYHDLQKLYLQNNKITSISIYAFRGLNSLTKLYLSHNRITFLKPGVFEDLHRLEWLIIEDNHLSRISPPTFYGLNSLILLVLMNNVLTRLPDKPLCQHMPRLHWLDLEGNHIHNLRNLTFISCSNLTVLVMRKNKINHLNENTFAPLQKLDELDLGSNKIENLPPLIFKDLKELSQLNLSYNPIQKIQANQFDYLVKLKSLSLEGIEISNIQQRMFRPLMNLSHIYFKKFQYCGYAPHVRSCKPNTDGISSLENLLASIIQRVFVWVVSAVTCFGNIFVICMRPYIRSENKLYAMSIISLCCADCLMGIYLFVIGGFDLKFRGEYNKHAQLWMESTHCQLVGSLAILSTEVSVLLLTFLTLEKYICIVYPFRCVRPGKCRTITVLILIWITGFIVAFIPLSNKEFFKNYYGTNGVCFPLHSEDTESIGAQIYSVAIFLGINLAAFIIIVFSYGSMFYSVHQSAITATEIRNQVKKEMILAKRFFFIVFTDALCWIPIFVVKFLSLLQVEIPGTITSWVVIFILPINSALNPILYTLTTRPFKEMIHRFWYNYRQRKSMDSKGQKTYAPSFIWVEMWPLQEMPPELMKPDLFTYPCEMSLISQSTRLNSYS
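HEK293T cells stably expressing RXFP1 were pretreated with the PDE4 inhibitor Ro 20174, exposed to compounds for 30 min at 37C, lysed, and cAMP was read by TR-FRET. Data normalized to buffer (basal) and 29 nM porcine relaxin (100%).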
TrxR1 inh – inhibitors of rat thioredoxin reductase 1; 390,000 tested, 1% active; recombinant rTrxR1, NADPH fluorescence consumption, selenite substrate; AID 588453; Potency, µM (series often up to 114 µM), inactives show at the top dose activity change, negative = inhibition, hits mostly inhibitors; further: on the % scale 0 is the no-effect control and ±100 the full control effect; nearly all actives have a fitted effect of over 65% in size
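Rat TrxR1 (90 nM in the dispensed reagent) was pre-reduced with 400 uM NADPH for 5 min at room temperature, then incubated with compound for 15 min. After 400 uM selenite was added, NADPH fluorescence (Ex 340/Em 450 nm) was followed for 8 min.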
An asterisk follows results filed as active; ? = inconclusive; . = no result given; [ ] = dose if it differs, or a comment. The call rests on the fitted dose curve; in most records, active means well fitted curve in the direction sought with a large enough effect; inconclusive means small, poorly fitted or top-dose-only effect, or another doubt; inactive means no such curve, though single readings can be large; an effect the other way counts as inactive or inconclusive. Potency means the concentration at half of the fitted maximal effect.

SMILES	USP1 inh	Vif-A3F inh	TrxR1 substrate	Vif-APOBEC3G blk	RGS4 inhibitor	ALOX12 inh	IDH1 R132H inh	RXFP1 ag	TrxR1 inh
O=C1OC[C@H]2CCCN2C(=O)[C@@H](CC(=O)N(CCO)Cc2ccccc2)C/C=C\C[C@@H]1Cc1ccc(F)cc1	-11%	0%	-5%	0%	-14%	-1%	-4%	.	-6%
CC(=N[C@@H]1CCCC[C@H]1N=C(C)c1ccccc1O)c1ccccc1O	3%	1%	-4%	-4%	4%	27%	2%	2.2%	-18%
CC1CCN(S(=O)(=O)c2ccc3c(c2)CCN3C(=O)Nc2ccccc2Br)CC1	-15%	.	2%	.	2%	1%	.	5.8%	2%
CCc1ccc(-c2cc(C)no2)cc1S(=O)(=O)N1CCN(c2ccc(C(C)=O)cc2)CC1	-13%	13%	-3%	5%	12%	-12%	-9%	0.1%	19%
COc1ccc([N+](=O)[O-])cc1Nc1c2ccccc2nc2ccccc12	-1%	?	-9%	?	11%	-86%	0%	-1.5%	1%
O=C(CCS(=O)(=O)Cc1ccccc1F)NCCCN1CCCCC1	-5%	5%	1%	-1%	-10%	374%[activator]	3%	-1.1%	13%
Cc1cc(C)n2nc(-c3ccccc3)c(-c3ccccc3)c2n1	-18%	1%	15%	-6%	-1%	6%	-4%	0.6%	-4%
O=C(NCCn1ccc2ccccc21)c1cccc([N+](=O)[O-])c1	-13%	4%	-3%[57.1 µM]	0%	9%	?	5%	3.0%	-2%[57.1 µM]
S=C(NC1CCCCC1)NN1CCOCC1	-20%	2%	-1%	2%	2%	-12%	14%	0.4%	11%
CCn1c(/C=C/Nc2ccccc2)[n+](CC)c2cc(Cl)c(Cl)cc21	-16%	-4%	-4%	-1%	-42%	?	8%	-0.3%	-1%
CC(OC(=O)Cc1n[nH]c(=O)c2ccccc12)C(=O)Nc1cccc([N+](=O)[O-])c1 (stereo not drawn)	-23%	-15%	2%[57.1 µM]	-4%	-2%	0%	2%	0.0%	-6%[57.1 µM]
Cc1cc2c(cc1S(N)(=O)=O)S(=O)(=O)CCC2	-25%	2%	5%	-4%	-4%	-3%	-1%	-0.2%	12%
Cc1ccc(-c2nnc(Nc3ccc(Br)cc3)c3ccccc23)cc1S(=O)(=O)N1CCN(C)CC1	-19%	2%	-4%[57.1 µM]	1%	17%	-26%	-13%	5.0%	2%[57.1 µM]
Cc1cc(C)cc(NC(=O)C2CCCN(c3cnccn3)C2)c1 (stereo not drawn)	-3%	-6%	9%	-4%	-8%	-19%	8%	2.8%	-15%
CC1=NOC(=O)/C1=C/c1ccc(O)c(Cl)c1	-16%	-13%	-21%	-2%	-13%[56.9 µM]	?	-2%	-2.2%	?
O=C(CN1CCOCC1)Nc1ccc(S(=O)(=O)N2CCCCCC2)cc1	-11%	-6%	5%	-1%	-2%	-16%	8%	1.4%	14%
COc1ccc(C(=O)NCC(=O)OCC(=O)N2N=C(c3ccc(Cl)cc3)CC2c2ccco2)cc1OC (stereo not drawn)	2%	4%	-8%	1%	-24%[56.9 µM]	-11%	1%	0.2%	-18%
CCN(c1cc(C)cc(C)c1)S(=O)(=O)c1nnc(NC(=O)C2CCCCC2)s1	-14%	-1%	-2%	0%	-3%	-8%	10%	13%	20%
CC(C(O)C12CC3CC(CC(C3)C1)C2)N1CCCCC1 (stereo not drawn)	-2%	1%	-3%	0%	30%[11.4 µM]	5%	6%	1.4%	8%
Cc1cccc(NC(=O)COC(=O)CN2C(=O)c3ccccc3C2=O)c1C	-24%	-1%	.	1%	.	-4%	-3%	.	.
CCn1c(CSc2nc3ccccc3s2)nnc1SCC(=O)c1ccc(O)cc1O	-13%	-14%	1%	1%	-23%	-3%	-5%	0.8%	11%
CCOCC(=O)Nc1ccc([N+](=O)[O-])cc1Cl	-16%	-1%	2%[57.1 µM]	0%	32%	-1%	-8%	3.1%	13%[57.1 µM]
CCSc1nnc(CSc2ncccn2)n1C	-13%	1%	10%[57.1 µM]	0%	-7%	-1%	-1%	4.2%	16%[57.1 µM]
CCOC(=O)c1ccc(NC(=S)N2CCCC(C(=O)OCC)C2)cc1 (stereo not drawn)	-8%	-2%	-4%	-1%	-18%	15%	-1%	0.0%	16%[57.1 µM]
CN(CCOc1ccccc1)CC(O)COCc1ccccc1F (stereo not drawn)	-14%	-1%	1%	-6%	9%	?	14%	0.4%	19%

6 compounds from above, ordered by their value in TrxR1 substrate, falling.
smiles,TrxR1 substrate
O=C(CN1CCOCC1)Nc1ccc(S(=O)(=O)N2CCCCCC2)cc1,5%
CC1CCN(S(=O)(=O)c2ccc3c(c2)CCN3C(=O)Nc2ccccc2Br)CC1,2%
CCn1c(CSc2nc3ccccc3s2)nnc1SCC(=O)c1ccc(O)cc1O,1%
CCc1ccc(-c2cc(C)no2)cc1S(=O)(=O)N1CCN(c2ccc(C(C)=O)cc2)CC1,-3%
CCOC(=O)c1ccc(NC(=S)N2CCCC(C(=O)OCC)C2)cc1 (stereo not drawn),-4%
CC1=NOC(=O)/C1=C/c1ccc(O)c(Cl)c1,-21%

Other entries:
SMILES	USP1 inh	Vif-A3F inh	TrxR1 substrate	Vif-APOBEC3G blk	RGS4 inhibitor	ALOX12 inh	IDH1 R132H inh	RXFP1 ag	TrxR1 inh
COc1cccc(CC(=O)OCC(=O)NCc2ccc3c(c2)OCO3)c1	?	?	12%	7%	-7%	12%	-1%	.	43%[activator]
CCOC(=O)N1CCN(C(=O)c2ccc(CS(=O)(=O)c3ccccc3OC)o2)CC1	-21%	2%	-4%	1%	-17%	0%	6%	-2.1%	?
CC(=O)c1sc(NC(=O)c2cc(-c3ccccc3)nn2-c2ccccc2)nc1C	-1%	-23%	1%	-2%	-2%	-14%	-9%	4.8%	13%
CC(=O)Nc1ccc2c(c1)nc(CN1CCCC1)n2C	-2%	-10%	1%	-5%	2%	20%	-5%	3.1%	17%
COC(=O)c1cncc(O)c1	-13%	2%	4%	-12%	11%	3%	4%	-1.0%	7%
COc1ccc(OC)c(CN(CCN2CCOCC2)C(=O)Nc2cccc(Cl)c2)c1	-8%	-13%	10%	-1%	-6%	-4%	-2%	3.2%	17%
COC(=O)c1ccc(COc2ccc(/C=N/O)cc2)o1	-13%	-9%	4%	1%	-3%	36%	5%	3.6%	16%
COC(=O)CNC(=O)C(NC(=O)OCc1ccccc1)C(C)C (stereo not drawn)	-14%	3%	-9%	3%	8%	-1%	-1%	-0.5%	-14%
Cc1ccc(S(=O)(=O)N/N=C\c2cc3c(cc2Br)OCO3)cc1	-14%	10%	-13%	?	-27%	-24%	1%	-0.8%	-13%
O=C(NCc1ccccc1)c1onc(CSc2nc3ccccc3[nH]2)c1C(=O)NCc1ccccc1	-11%	4%	-4%	-3%	-2%	10%	5%	-0.4%	9%
CCOC(=O)CCn1nnc(N)n1	-7%	6%	11%	3%	0%	6%	4%	2.3%	23%
COc1ccc(CC(=O)NC(C)c2nnc(SCC(=O)Nc3cc(C)ccc3OC)n2C)cc1 (stereo not drawn)	-15%	-3%	14%[57.1 µM]	-3%	-16%	-6%	-2%	0.2%	26%[57.1 µM]
CC(=O)Nc1cccc2c1C(=O)N(c1cccc(C)c1)C2=O	-15%	0%	-11%	1%	-12%	0%	2%	0.0%	-7%
C=CCNC(=O)c1ccc(N(Cc2ccc(Cl)cc2)S(C)(=O)=O)cc1	-18%	1%	0%	0%	17%	3%	1%	0.7%	12%
C=CCNC(C(=O)Nc1cccc(OC)c1)c1ccccc1 (stereo not drawn)	1%	11%	5%[57.1 µM]	0%	-2%	-2%	-1%	-1.4%	34%[57.1 µM]
O=C(NCCCN1CCOCC1)C1CCN(S(=O)(=O)c2cccc(C(F)(F)F)c2)CC1	-14%	-2%	-5%	1%	-19%	6%	3%	0.5%	6%
O=C(NN1C(=O)C2C3C=CC(C4CC34)C2C1=O)c1cccc(Br)c1 (stereo not drawn)	1%	6%	0%	0%	-4%	0%	-2%	-0.7%	9%
CCOC(=O)c1ccc(N2C=C(C(=O)OC)C(c3ccc(OC)c(O)c3)C(C(=O)OC)=C2)cc1	-21%	1%	15%	0%	15%	0%	0%	0.1%	27%
Cc1cc2ccccc2n1CCNC(=O)c1ccc(Br)cc1	?	-3%	-8%	-2%	-16%	-21%	6%	-1.3%	4%
O=C(O)c1ccccc1C(c1ccc(O)cc1)c1ccc(O)cc1	-20%	15%	3%[57.1 µM]	0%	2%	-28%	-11%	-2.4%	12%[57.1 µM]
Cc1onc(-c2c(F)cccc2Cl)c1C(=O)NC(=S)NCc1cccnc1	-1%	-25%	1%	-3%	21%	-19%	0%	0.0%	-2%
CCN1C(=O)CSC1=Nc1ccc(C(=O)O)cc1	-8%	17%	8%	1%	11%	2%	8%	0.8%	17%

Compound profiles, from the list above. Values in the order: USP1 inh | Vif-A3F inh | TrxR1 substrate | Vif-APOBEC3G blk | RGS4 inhibitor | ALOX12 inh | IDH1 R132H inh | RXFP1 ag | TrxR1 inh
COc1ccc(CC(=O)NC(C)c2nnc(SCC(=O)Nc3cc(C)ccc3OC)n2C)cc1 (stereo not drawn) is listed with -15% | -3% | 14%[57.1 µM] | -3% | -16% | -6% | -2% | 0.2% | 26%[57.1 µM]
Cc1onc(-c2c(F)cccc2Cl)c1C(=O)NC(=S)NCc1cccnc1 is listed with -1% | -25% | 1% | -3% | 21% | -19% | 0% | 0.0% | -2%

This is a subset (hit frequency here may not be typical).
